Menin MLL FP TR: menin-MLL binding inhibition, Texas Red mutant peptide; O00255; actives 0.23% (n = 270,000); Menin + Texas Red MLL mutant peptide, fluorescence polarization; Potency, µM (titrated, usually from 61.6 µM), inactives show top-dose FP activity change, negative = inhibition, actives largely listed as inhibitors; active means well fitted inhibition curve with a large enough effect in the polarisation, with a control signal flat, not every such curve was filed as active; inconclusive means small, poorly fitted or top-dose-only effect, or effect the other way, or a change in a side signal; inactive means no such curve, though single readings can be large or run the other way; the % refers to the polarisation; further: potency means the concentration at half of the fitted maximal effect; % of control where 0% means no effect; many of its hits are not listed in these tables
Target sequence (O00255 whole entry, looked up): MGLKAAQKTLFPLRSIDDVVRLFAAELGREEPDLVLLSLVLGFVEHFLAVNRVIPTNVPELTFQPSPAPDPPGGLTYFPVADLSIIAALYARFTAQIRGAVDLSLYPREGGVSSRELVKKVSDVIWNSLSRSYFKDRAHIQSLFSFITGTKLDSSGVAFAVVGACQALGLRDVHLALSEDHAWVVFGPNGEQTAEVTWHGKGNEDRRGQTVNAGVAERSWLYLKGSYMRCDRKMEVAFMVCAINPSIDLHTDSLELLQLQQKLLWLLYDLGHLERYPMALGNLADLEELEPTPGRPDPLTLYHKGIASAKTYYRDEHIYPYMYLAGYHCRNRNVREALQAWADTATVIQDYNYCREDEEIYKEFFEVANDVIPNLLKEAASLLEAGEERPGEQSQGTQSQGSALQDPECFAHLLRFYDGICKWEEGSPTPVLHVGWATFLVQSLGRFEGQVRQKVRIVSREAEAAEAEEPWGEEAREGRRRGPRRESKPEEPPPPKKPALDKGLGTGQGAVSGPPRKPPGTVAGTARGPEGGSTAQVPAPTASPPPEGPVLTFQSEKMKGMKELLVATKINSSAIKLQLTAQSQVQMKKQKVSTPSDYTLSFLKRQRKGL
MBNL1 CUG block: inhibitors of human MBNL1 binding to CUG repeat RNA | Potency, µM (series often up to 57.5 µM), without a hit: at the top dose activity change, negative = inhibition, most hits filed as inhibitors | actives 0.036% (n = 280,000) | TR-FRET MBNL1-His/biotin-(CUG)12 binding, 665/545 ratio | Q9NR56; active means well fitted inhibition curve with a large enough effect in the signal ratio, with a control signal flat, not every such curve was filed as active; inconclusive means small, poorly fitted or top-dose-only effect, or effect the other way, or a change in a side signal; inactive means no such curve, though single readings can be large or run the other way; the % refers to the signal ratio; further: potency means the concentration at half of the fitted maximal effect; on the % scale 0 is the no-effect control and ±100 the full control effect
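TR-FRET readout: Ex 340 nm, 665/545 nm emission ratio, normalized to buffer-only (basal) and MBNL1-(CUG)12 controls. Complex of MBNL1-His with Biotin-(CUG)12, compounds 92 nM–58 uM, incubated 60 min at room temperature.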
Mito fusion act: inhibitors of mitochondrial division or activators of mitochondrial fusion. S. cerevisiae fusion-defective mutant growth rescue, CellTiterGlo 48 h. Potency, µM (highest dose often 46.1 µM), for the others: at the highest dose growth rescue (activation), hits mostly activators. actives 0.23% (n = 320,000). AID 485298;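 further: potency means the concentration at half of the fitted maximal effect; % of control where 0% means no effect; nearly all actives have a fitted effect of over 45% in size; temperature-sensitive fusion mutants such as fzo1-1 at 37 °C on non-fermentable ethanol glycerol medium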
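Yeast fusion mutant, YPEG (non-fermentable carbon), compound, 48 h at 37C non-permissive; CellTiterGlo added, 10 min RT, luminescence read. Rescued growth = division inhibition.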
PKM2 activator: increases activity of human pyruvate kinase M2; Potency, µM (doses to about 57.5 µM), for the others: top-dose activation, actives largely listed as activators; AID 1631; P14618; actives 0.34% (n = 260,000); purified PKM2, Kinase-Glo ATP luminescence, activation; response scale: 0% is enzyme alone, no compound; further: potency means the concentration at half of the fitted maximal effect; on the % scale 0 is the no-effect control and ±100 the full control effect; nearly all actives have a fitted effect of over 55% in size
Target sequence (P14618 whole entry, looked up): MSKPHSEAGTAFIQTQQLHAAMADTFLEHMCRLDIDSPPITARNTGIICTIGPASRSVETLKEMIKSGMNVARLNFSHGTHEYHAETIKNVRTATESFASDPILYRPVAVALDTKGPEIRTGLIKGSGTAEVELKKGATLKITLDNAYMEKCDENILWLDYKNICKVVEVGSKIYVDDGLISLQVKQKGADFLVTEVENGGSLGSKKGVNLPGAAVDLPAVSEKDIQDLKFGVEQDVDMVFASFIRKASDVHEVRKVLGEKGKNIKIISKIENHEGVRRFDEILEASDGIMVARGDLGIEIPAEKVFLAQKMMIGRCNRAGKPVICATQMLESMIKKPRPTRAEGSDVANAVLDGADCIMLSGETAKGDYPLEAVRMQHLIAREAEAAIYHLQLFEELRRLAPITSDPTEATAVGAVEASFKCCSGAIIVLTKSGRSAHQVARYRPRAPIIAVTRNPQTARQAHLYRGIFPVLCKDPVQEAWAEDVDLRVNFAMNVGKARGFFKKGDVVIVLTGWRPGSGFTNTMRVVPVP
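ATP formation by purified human PK-M2, quantified via coupled luciferase luminescence after 1 h at room temperature with 0.1 mM ADP and 0.5 mM PEP final.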
FLuc counter: inhibits or activates purified firefly luciferase, miR-21 counter-screen | actives 6.9% (n = 360,000) | Potency, µM (top dose mostly 57.5 µM), inactives show at the top dose activity change, negative = inhibition, hits mostly inhibitors | AID 588342 | purified FLuc, Km substrates, luminescence inhibition;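 further: potency means the concentration at half of the fitted maximal effect; plate controls were vehicle for no effect and reference inhibitor for full effect; nearly all actives have a fitted effect of over 55% in size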
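Purified P. pyralis luciferase (10nM final) with 10uM D-luciferin and 10uM ATP (Km levels) in 50mM Tris acetate pH 7.5, 10mM Mg acetate, 0.01% Tween-20, 0.05% BSA; qHTS 6-point titration, ~60 µM downward; luminescence read.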
ELG1 repair inh: ELG1-dependent DNA repair inhibition; HEK293T ELG1-luciferase reporter, luminescence, 16 h; DNA damage induced by 5-fluorouridine; Potency, µM (top dose mostly 46.1 µM), for the others: at the top dose activity change, negative = inhibition, usual class: inhibitors; actives 2.3% (n = 330,000); AID 504467; further: potency means the concentration at half of the fitted maximal effect; on the % scale 0 is the no-effect control and ±100 the full control effect; nearly all actives have a fitted effect of over 55% in size
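HEK293T cells expressing luciferase-tagged ELG1 (2,000/well) received 5-Fluorouridine plus compound or DMSO for 16 hr at 37 °C. Luciferase was read by ONE-Glo luminescence after 30 min at room temperature.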
Rab9 prom act: activators of Rab9 promoter; Huh7 Rab9 promoter-luciferase reporter, luminescence, 24 h; AID 485297; actives 2.8% (n = 320,000); Potency, µM (titrated, usually from 9.22 µM), without a hit: at the highest dose activation, negative = inhibition, usual class: activators; further: potency means the concentration at half of the fitted maximal effect; % of control where 0% means no effect; nearly all actives have a fitted effect of over 60% in size
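Measured in stably transfected Huh7 cells bearing a Rab9 promoter–luciferase construct: 24 h compound treatment at 37 °C, followed by luminescence detection.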
RORgamma inh: inhibitors of mouse ROR gamma transcriptional activity. Potency, µM (highest dose often 53.6 µM), without a hit: at the highest dose activity change, negative = inhibition, hits mostly inhibitors. actives 5.4% (n = 310,000). Drosophila S2 Gal4-RORgamma UAS-luciferase reporter, 20 h; further: potency means the concentration at half of the fitted maximal effect; on the % scale 0 is the no-effect control and ±100 the full control effect; nearly all actives have a fitted effect of over 60% in size
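Read-out: Photinus luciferase luminescence; inhibitors lower reporter signal. Insect Schneider cells with Gal4-ROR gamma fusion under metallothionein promoter, UAS reporter; 700 uM final copper sulfate induction, 20 hr, ambient temperature.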
VP16 counter: counter-screen for ROR gamma inhibitors: Gal4-VP16 reporter | Drosophila S2 Gal4-VP16 UAS-luciferase, luminescence, 20 h | Potency, µM (titrated, usually from 53.6 µM), inactives show at the highest dose activity, negative = inhibition, actives largely listed as inhibitors | actives 3.5% (n = 310,000) | AID 2546;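 further: Gal4-VP16 expression switched on by copper sulfate through the metallothionein promoter; potency means the concentration at half of the fitted maximal effect; on the % scale 0 is the no-effect control and ±100 the full control effect; nearly all actives have a fitted effect of over 50% in size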
NPC1 prom act: activators of NPC1 promoter | Huh7 NPC1 promoter luciferase reporter, 24 h | Potency, µM (titrated, usually from 9.22 µM), for inactives: top-dose activation, hits mostly activators | actives 2.4% (n = 320,000) | AID 485313;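 further: potency means the concentration at half of the fitted maximal effect; % of control where 0% means no effect; nearly all actives have a fitted effect of over 60% in size; reporter is driven by a mutant NPC1 promoter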
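Stable NPC1-promoter luciferase Huh7 line; cpd (DMSO) 24 h, 37 °C, 5% CO2; Amplite luciferase reagent 10 min RT; luminescence readout. qHTS format.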
KCNH2 3.1 inh: inhibitors of human KCNH2 3.1 potassium channel isoform | activity change, % (tested at about 1.8 µM) | actives 0.95% (n = 340,000) | U2OS KCNH2 3.1, thallium flux FluxOr; stronger effect = lower value | AID 720553;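 active means maximum activity change below -70%; inconclusive means maximum activity change from -70% to -50%; inactive means maximum activity change above -50%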;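 further: thallium influx rate constant from kinetic fluorescence after stimulation buffer; on the % scale 0 is the no-effect control and ±100 the full control effect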
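Steps: virus added to U2OS suspension (4 h, RT, dark); medium with 10% FBS added, cells plated, 37 C overnight; FluxOr/Red40 loading buffer 45 min RT; stimulation buffer, 2 min kinetic read; rate constant normalized.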
* marks the source's active call; other numbers are inactive results; & = joins results of further samples; [ ] = another dose, or the depositor's remark. Unless noted, the call rests on the fitted dose curve; in most records, active means well fitted curve in the direction sought with a large enough effect; inconclusive means small, poorly fitted or top-dose-only effect, or another doubt; inactive means no such curve, though single readings can be large; an effect the other way counts as inactive or inconclusive. These rows are one share of the data, so the mix of outcomes need not match the whole.

`CC(=O)c1ccc(N2CCN(C(=O)Cn3cnc(S(=O)(=O)N4CCCCC4)c3)CC2)cc1` gave MBNL1 CUG block 0%, Mito fusion act 1%, FLuc counter 0%, ELG1 repair inh inconclusive, Rab9 prom act 0%, RORgamma inh -13%, VP16 counter 7%, NPC1 prom act 0% and KCNH2 3.1 inh 18.
`COc1cccc(C2C(C(C)=O)=C(O)C(=O)N2CCc2c[nH]c3ccccc23)c1` (stereo not given) gave Menin MLL FP TR -3%, MBNL1 CUG block 12%, Mito fusion act -1%, PKM2 activator 0%, FLuc counter 3%, ELG1 repair inh -3%, Rab9 prom act -4%, RORgamma inh 112µM*, VP16 counter 1%, NPC1 prom act -2% and KCNH2 3.1 inh 30.
CNC(=O)c1ccc(OC2CSC2)cc1 was read as Menin MLL FP TR -13%, MBNL1 CUG block 0%, Mito fusion act 0%, PKM2 activator -4%, FLuc counter 1%, RORgamma inh 19%, VP16 counter 25% and KCNH2 3.1 inh 5.
`CCC(C)NC(=O)CNC(=S)N(CCCN1CCOCC1)Cc1cccs1` (stereo not given) gave Menin MLL FP TR -8%, Mito fusion act -3%, PKM2 activator -1%, FLuc counter 2%, ELG1 repair inh 12%, Rab9 prom act -1%, RORgamma inh -25%, VP16 counter 0%, NPC1 prom act 1% and KCNH2 3.1 inh 25.
O=C(O)c1cccc(S(=O)(=O)Nc2cccc3ccccc23)c1 was read as Menin MLL FP TR 18%, MBNL1 CUG block 6%, Mito fusion act 1%, PKM2 activator -1%, FLuc counter 24µM*, ELG1 repair inh inconclusive, Rab9 prom act 23%, RORgamma inh inconclusive, VP16 counter inconclusive, NPC1 prom act 17% and KCNH2 3.1 inh -22.
Screening CCn1ncc(/C=C/C(=O)NCc2cnn(C)c2C)c1C returned Menin MLL FP TR 20%, MBNL1 CUG block 5%, Mito fusion act -1%, PKM2 activator -4%, FLuc counter 0%, ELG1 repair inh 1%, Rab9 prom act -4%, RORgamma inh 5%, VP16 counter -5%, NPC1 prom act -2% and KCNH2 3.1 inh 3.
COc1cc(OC)cc(-c2c(-c3ccc(F)cc3)c3cc(-c4cccc5[nH]ccc45)ccc3n2C)c1 was read as Mito fusion act 8%, FLuc counter 0%, ELG1 repair inh 7%, Rab9 prom act -1%, NPC1 prom act -4% and KCNH2 3.1 inh 1.
For Cc1cccc(Nc2cc(=O)n(C)c(=O)[nH]2)c1 the results were Menin MLL FP TR 3%, MBNL1 CUG block inconclusive, Mito fusion act 1%, PKM2 activator 0%, FLuc counter 0%, ELG1 repair inh -8%, Rab9 prom act -4%, NPC1 prom act -5% and KCNH2 3.1 inh 4.
Screening CCOc1ccc(S(=O)(=O)N2CCCCC2)cc1NC(=O)Cc1ccsc1 returned Mito fusion act 5%, FLuc counter 4%, ELG1 repair inh inconclusive, Rab9 prom act 1%, NPC1 prom act -2% and KCNH2 3.1 inh 3.
`COc1ccccc1CC(=O)N(CCC1=CCCCC1)c1c(N)n(Cc2ccccc2)c(=O)[nH]c1=O` gave Mito fusion act 1%, FLuc counter 0%, ELG1 repair inh 12%, Rab9 prom act -1%, NPC1 prom act -3% and KCNH2 3.1 inh 3.
CC(C)Nc1ccc(Cl)cc1[N+](=O)[O-] was read as MBNL1 CUG block 11%, Mito fusion act -4%, PKM2 activator -12%, FLuc counter -1%, ELG1 repair inh inconclusive, Rab9 prom act 1%, RORgamma inh -41%, VP16 counter -2% and NPC1 prom act 0%.
Screening CCC(C)NC(=O)C1CCC(=O)N(c2cc(OC)c(OC)c(OC)c2)C1c1ccc(OC)cc1 (stereo not given) returned Menin MLL FP TR 10%, MBNL1 CUG block -6%, Mito fusion act -1%, PKM2 activator 0%, FLuc counter -1%, ELG1 repair inh -1%, Rab9 prom act 4%, RORgamma inh -12%, VP16 counter -2%, NPC1 prom act -1% and KCNH2 3.1 inh -2.
Screening COc1ccc(C(CC(=O)N2CCCC2)c2c(O)cc(OC)cc2OC)cc1 (stereo not given) returned Menin MLL FP TR -11%, MBNL1 CUG block -2%, Mito fusion act -3%, PKM2 activator -6%, FLuc counter 1%, ELG1 repair inh 1%, Rab9 prom act -6%, RORgamma inh -7%&-2%, VP16 counter 1%&-5%, NPC1 prom act -2% and KCNH2 3.1 inh -6.
`Cc1ccc(Nc2nc3c([nH]2)c(=O)n(C)c(=O)n3C)cc1` gave Menin MLL FP TR -2%, MBNL1 CUG block -4%, Mito fusion act -2%, PKM2 activator 3%, FLuc counter -20%, ELG1 repair inh -22%, Rab9 prom act -26%, RORgamma inh 1%, VP16 counter 2%, NPC1 prom act -2% and KCNH2 3.1 inh -9.
Cc1nnc(NC(=O)C2CCCN(c3ncccn3)C2)s1 (stereo not given) was read as Menin MLL FP TR -12%, MBNL1 CUG block -7%, Mito fusion act 3%, PKM2 activator -6%, FLuc counter 2%, ELG1 repair inh 7%, Rab9 prom act 1%, RORgamma inh -2%, VP16 counter 0%, NPC1 prom act 2% and KCNH2 3.1 inh -2.
O=C(COc1cccc2ccccc12)N1CCN(c2ccccc2)CC1 was read as Menin MLL FP TR -6%, MBNL1 CUG block -12%, Mito fusion act 29%, PKM2 activator -11%, FLuc counter -10%, ELG1 repair inh 8.2µM*, Rab9 prom act 10%, RORgamma inh inconclusive, VP16 counter 0%, NPC1 prom act 4% and KCNH2 3.1 inh -27.
`O=C(O)C1C2CCC(O2)C1C(=O)NCc1ccncc1` (stereo not given) gave MBNL1 CUG block -2%, Mito fusion act 5%, PKM2 activator -14%, FLuc counter -3%, ELG1 repair inh 24%, Rab9 prom act -2%, RORgamma inh 0%, VP16 counter -2%, NPC1 prom act -1% and KCNH2 3.1 inh -11.
For CC(=O)c1ccc(NC(=O)CSc2nnc(Cn3c(=O)sc4ccccc43)n2C)cc1 the results were Menin MLL FP TR 5%, MBNL1 CUG block -24%, Mito fusion act -3%, PKM2 activator -3%, FLuc counter 1%, ELG1 repair inh 8%, Rab9 prom act -2%, RORgamma inh 35%, VP16 counter -7%, NPC1 prom act 0% and KCNH2 3.1 inh 0.
Screening O=C(NCc1ccc2c(c1)OCO2)NC1CCCCC1 returned Menin MLL FP TR -2%, MBNL1 CUG block 11%, Mito fusion act 0%, PKM2 activator 0%, FLuc counter -12%, ELG1 repair inh inconclusive, Rab9 prom act 14%, RORgamma inh 9%, VP16 counter 21%, NPC1 prom act 30% and KCNH2 3.1 inh 7.
`CC(N=C1NS(=O)(=O)c2ccccc21)C(=O)NCCCc1ccccc1` (stereo not given) gave Menin MLL FP TR -8%, MBNL1 CUG block -3%, Mito fusion act 2%, PKM2 activator -3%, FLuc counter -2%, ELG1 repair inh -9%, Rab9 prom act 4%, RORgamma inh -16%, VP16 counter -1%, NPC1 prom act 1% and KCNH2 3.1 inh -5.
For CCS(=O)(=O)Nc1cccc(C2=NN(S(=O)(=O)c3ccc(C)cc3)C(c3cccs3)C2)c1 (stereo not given) the results were Menin MLL FP TR -11%, MBNL1 CUG block -3%, Mito fusion act 6%, PKM2 activator -7%, FLuc counter -3%, ELG1 repair inh inconclusive, Rab9 prom act -2%, RORgamma inh 2%, VP16 counter -5%, NPC1 prom act -2% and KCNH2 3.1 inh -3.
`Cc1c(Cl)cccc1NC(=O)C1Cc2ccccc2CN1C(=O)c1ccccc1` (stereo not given) gave Menin MLL FP TR -1%, MBNL1 CUG block -3%, Mito fusion act 12%, PKM2 activator 5%, FLuc counter -8%, ELG1 repair inh 0%, Rab9 prom act 0%, RORgamma inh 22%, VP16 counter 22%, NPC1 prom act -3% and KCNH2 3.1 inh 3.
Screening CCCn1cnc2cc(NCc3ccccn3)ccc21 returned Menin MLL FP TR -4%[11.7 µM], MBNL1 CUG block 20%, Mito fusion act -5%, PKM2 activator inconclusive, FLuc counter 12µM*, ELG1 repair inh inconclusive, Rab9 prom act 3.2µM*, RORgamma inh 13%, VP16 counter -26%, NPC1 prom act 3.2µM* and KCNH2 3.1 inh 5.
`c1coc(CNC2C3CC4CC(C3)CC2C4)c1` (stereo not given) gave Menin MLL FP TR 1%, MBNL1 CUG block -2%, Mito fusion act -3%, PKM2 activator 7%, FLuc counter 1%, ELG1 repair inh 0%, Rab9 prom act -1%, RORgamma inh -24%, VP16 counter -5%, NPC1 prom act -2% and KCNH2 3.1 inh -3.
